Compound activity: PubChem, The Scripps Research Institute Molecular Screening Center
M1 ag parental: M1 agonist counterscreen hit in parental CHO-K1 cells; actives 0.48% (n = 360,000); AID 602248; Fluo-8 calcium fluorescence; scaled to maximal ATP response, vehicle zero; activation, % at 3 µM; in the data active = activation above about 15%;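 also: untransfected CHO-K1 host cells lacking M1 receptor as counterscreen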
CHO parental Ca: signal in parental CHO cells, OX1R antagonist counter-screen; parental CHO-K1, ATP-induced calcium, Fluo-8 fluorescence; inhibition, % at 5.6 µM; actives 0.63% (n = 330,000);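 active = inhibition above that plate's mean sample inhibition plus 3 SD, cut at about 26% in these data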;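 also: 0% = ATP-challenged DMSO wells and 100% = DMSO wells without ATP; some compounds past the cut are filed as inactive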
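Assay system: parental CHO cells; Read-out basis: percent inhibition of ATP-evoked calcium rise, normalized to controls; Benchmarks: ATP and no-ATP DMSO wells; Compound dosing: single nominal dose of 5.6 µM per compound; Signal: Fluo-8 calcium dye fluorescence; Also added: ATP as calcium-mobilizing challenge; Repeats: singlicate.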
CHO-K1 Ca antag: nonselective inhibitor or artifact in parental CHO-K1 cells | ATP-induced calcium, Fluo-8 fluorescence | inhibition, % at 3 µM | actives 0.6% (n = 360,000) | AID 602250;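 active = inhibition above a per-plate cutoff, the plate's mean sample inhibition plus 3 SD, cut at about 24% in these data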;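 also: 0% = DMSO plus EC80 ATP and 100% = DMSO alone without ATP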
CHRM1 antagonist: antagonists of human M1 muscarinic receptor; CHO-K1 hM1, Fluo-8 calcium fluorescence, ACh EC80 antagonist; P11229; actives 1.3% (n = 360,000); inhibition, % at 3 µM;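 active = percent inhibition above its own plate's cutoff, namely the mean of that plate's compound wells plus 3 SD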;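 also: peak over basal fluorescence ratio during 140 s after agonist addition; 0% = ACh EC80 plus DMSO and 100% = DMSO alone without agonist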
CHRM4 antagonist: blocks acetylcholine activation of human M4 receptor; actives 0.73% (n = 360,000); inhibition, % at 3 µM; P08173; AID 624125; CHO-hM4 cells, ACh EC80, Fluo-8 calcium fluorescence;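 active = inhibition above its plate's cutoff, the mean inhibition of sample wells plus 3 SD, cut at about 27% in these data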;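 also: 0% = acetylcholine EC80 with DMSO and 100% = DMSO without agonist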
Target sequence (P08173 whole entry, looked up): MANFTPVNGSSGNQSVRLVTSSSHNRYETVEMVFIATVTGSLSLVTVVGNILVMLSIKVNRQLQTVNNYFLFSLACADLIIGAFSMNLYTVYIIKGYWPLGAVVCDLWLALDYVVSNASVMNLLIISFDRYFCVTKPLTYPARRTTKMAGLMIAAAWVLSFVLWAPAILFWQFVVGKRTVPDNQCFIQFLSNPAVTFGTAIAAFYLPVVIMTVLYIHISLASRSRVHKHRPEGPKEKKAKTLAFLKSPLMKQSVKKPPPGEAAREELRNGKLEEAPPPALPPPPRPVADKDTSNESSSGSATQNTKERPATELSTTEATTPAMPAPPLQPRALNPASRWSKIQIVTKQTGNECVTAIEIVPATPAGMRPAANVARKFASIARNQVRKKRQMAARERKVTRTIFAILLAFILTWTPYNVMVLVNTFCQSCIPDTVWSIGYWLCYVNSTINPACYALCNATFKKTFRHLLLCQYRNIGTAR
OXTR potentiator: potentiates the human oxytocin receptor response; activation, % at 3 µM; CHO-OTR cells, Fluo-8 calcium fluorescence, potentiator mode; 0% = oxytocin EC15, 100% = EC100; actives 0.061% (n = 320,000);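 active = activation above that plate's cutoff, the mean activation of tested compounds plus 3 SD, cut at about 6.6% in these data, passing the limit was not always enough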;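 also: 100% uses oxytocin at 75 nM as the full agonist control; some results filed as inactive read as strong as hits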
Target sequence (P30559 whole entry, looked up): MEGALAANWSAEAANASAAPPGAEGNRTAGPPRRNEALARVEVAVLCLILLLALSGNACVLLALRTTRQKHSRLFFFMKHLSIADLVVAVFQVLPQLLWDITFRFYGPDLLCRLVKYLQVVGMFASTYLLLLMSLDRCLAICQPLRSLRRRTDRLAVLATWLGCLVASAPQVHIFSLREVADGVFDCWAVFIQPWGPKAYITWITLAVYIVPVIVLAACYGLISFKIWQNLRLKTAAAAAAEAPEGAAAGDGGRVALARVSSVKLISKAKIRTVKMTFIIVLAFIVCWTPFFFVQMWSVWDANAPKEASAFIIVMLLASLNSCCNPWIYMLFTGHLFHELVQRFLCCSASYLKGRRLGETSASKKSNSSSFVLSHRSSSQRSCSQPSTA
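Assay system: CHO cell line stably expressing human OTR. Reagent: EC15 oxytocin agonist. Dosing: single dose, 3.0 µM nominal final compound concentration. Timing: compound 6 min at room temperature before oxytocin, 100 s read. Signal: kinetic Fluo-8 calcium fluorescence. Controls: oxytocin EC15 low and EC100 high.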
CHRM4 agonist: CHRM4 agonism in calcium assay. activation, % at 3 µM. actives 0.14% (n = 360,000). P08173. CHO-K1 hM4/Gqi5, Fluo-8 calcium fluorescence; vehicle 0%, full acetylcholine response 100%;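 active = activation above the run mean over all test wells plus 3 SD, cut at about 32% in these data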;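 also: peak over basal fluorescence ratio per well then scaled between controls; 0% = DMSO wells and 100% = acetylcholine at EC100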
CHRM1 PAM: human CHRM1 positive allosteric modulation. P11229. CHO-K1 hM1, Fluo-8 calcium fluorescence, ACh EC20; 0% = ACh EC20, 100% = maximal ACh. activation, % at 3 µM. actives 0.088% (n = 360,000); in the data active = activation above about 19%, passing the limit was not always enough
CHRM1 agonist: activates human CHRM1 receptor | P11229 | CHO-K1 hM1, Fluo-8 calcium fluorescence, agonist mode; 0% DMSO, 100% acetylcholine EC100 | activation, % at 3 µM | actives 0.33% (n = 360,000) | AID 588814;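 active = activation above the run's mean compound activation plus 3 SD, cut at about 16% in these data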;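 also: peak over basal fluorescence ratio within a 140 s kinetic read after compound addition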
* = called active by the depositor; x = not tested or not shown.

canonical_smiles	CHO-K1 Ca antag	M1 ag parental	CHRM1 antagonist	CHRM1 agonist	CHO parental Ca	OXTR potentiator	CHRM4 antagonist	CHRM4 agonist	CHRM1 PAM
CCN(c1ccccc1)S(=O)(=O)c1cc(C(=O)NCC(c2ccc(OC)cc2)N(C)C)ccc1C (stereo not given)	-16	1.7	55*	36*	x	x	9	3	-10
CN(CCOc1ccccc1)C(=S)Nc1ccc(OC(F)F)cc1	-15	4.1	2	-4	-7	-10	-9	5	-1
O=C(CSc1nc(C2CC2)nc2ccccc12)Nc1cccc(O)c1	-11	-0.1	-7	-4	-10	-2	-13	0	1
O=S(=O)(Nc1ccc(S(=O)(=O)N2CCOCC2)cc1)c1ccccc1	-6	0.5	-16	-4	-2	-7	2	0	11
COc1ccccc1CC(=O)N1CCN(c2ccc(F)cc2)CC1	-2	3.5	-3	-1	-8	-2	0	1	5
O=C1NC(=Nc2ccc(Cl)cc2)SC1Cc1cccc(Cl)c1Cl (stereo not given)	-2	-0.2	-13	-3	-18	-9	-13	1	12
Cc1c(C(=O)N2CCN(C)CC2)oc2ccc(Br)cc12	-13	0.6	2	-1	3	-10	-1	1	19
Cn1c2c(c3cc([N+](=O)[O-])ccc31)CCCC2	-4	0.5	-12	-2	-5	-9	-2	1	1
C=CCN(c1ccccc1)S(=O)(=O)c1cccc(C(=O)O)c1	-8	0.1	0	-1	-2	2	-6	0	-5
O=C(NCCc1ccccc1)C(NS(=O)(=O)c1cccc2nsnc12)c1ccccc1 (stereo not given)	-17	-0.1	-6	-10	-18	-7	-9	0	5
CC(C)(C)c1cc(C(=O)O)n[nH]1	-2	-0.4	-6	-2	-3	-7	-3	1	-1
CC(=O)c1ccc(S(=O)(=O)NCCC(=O)NC(C)c2ccncc2)cc1 (stereo not given)	-10	0.0	-10	1	-9	2	-5	2	17
CCOc1ccc(S(=O)(=O)N2CCN(c3ccc(C)cc3C)CC2)cc1	2	-0.1	-7	-2	27*	-5	-6	2	1
COC(=O)c1sccc1NC(=O)CCC1CCCC1	-13	0.0	-25	-4	-15	-8	-16	-1	0
O=C1COc2ccc(C(=O)COC(=O)/C=C/c3ccco3)cc2N1	3	0.7	-3	0	0	-4	2	1	2
Cn1cc(Br)c(C(=O)NC2CCCCC2)n1	-10	0.1	-18	-4	-6	-2	-5	1	4
CCN(CC)c1ccc(C(=O)OCC(=O)Nc2cc(C)on2)cc1	-12	0.8	9	1	-11	-9	4	2	-6
O=C(CN1C(=O)CCC1=O)Nc1nc(-c2nc3ccccc3s2)cs1	-7	6.3	-21	2	-15	-8	-12	13	9
CC1(C)OC(=O)C=C[C@]2(C)[C@H]3CC[C@@]4(C)[C@H](c5ccoc5)OC(=O)[C@H]5O[C@]54[C@]3(C)C(=O)C[C@@H]12	-11	0.2	-9	-2	-9	-6	1	0	6
CC1=NNC(=O)C1Cc1ccccc1C (stereo not given)	12	0.3	-15	1	1	-9	-5	0	10
COc1cc(C2C(C(=O)c3ccco3)=C(O)C(=O)N2CC2CCCO2)ccc1O (stereo not given)	3	6.7	1	-3	2	4	-1	1	0
O=C(NCC1CCCO1)c1ccc2c(c1)N(Cc1ccccc1)C(=O)CS2=O (stereo not given)	-3	0.3	1	-7	-15	2	-2	2	2
O=C(Nc1ccccc1Sc1ccccc1)c1ccccc1F	-7	-0.2	-12	-5	-36	-16	-5	-1	-4
CCOC(=O)c1cnc(-n2nc(C)cc2C)nc1NCCc1ccccc1	17	0.9	17	-3	-17	-7	11	0	-1
O=C(NCCCCCCNC(=O)c1cccs1)c1cccs1	-14	1.9	-5	-8	-6	-7	-1	3	12
Cc1ccc(S(=O)(=O)NCC(=O)NCc2cc(=O)n(C)c(=O)n2C)cc1C	-14	-0.3	-15	-1	-10	-3	-30	3	10
O=C(CCN1C(=O)c2ccccc2S1(=O)=O)N1CCN(c2ccc(F)cc2)CC1	-4	3.0	-15	1	-2	-6	-12	4	11
CC1CCN(S(=O)(=O)c2cccc(C(=O)NNC(=O)c3ccco3)c2)CC1	-14	0.2	-8	-2	-7	2	0	0	5
COc1ccc(NS(=O)(=O)c2cnc[nH]2)cc1	-30	1.0	-13	-2	3	-6	-4	1	11
CCOc1ccc(S(=O)(=O)N(C)c2ccc(OCC(=O)N3CCOCC3)cc2)cc1	-2	-0.2	-8	-1	-18	-11	2	1	12
O=C(O)c1sccc1SCc1ccc(Cl)cc1Cl	-8	0.3	-13	-3	-18	-17	3	1	10
O=C1OCC2=C1C(c1ccc3c(c1)OCO3)Sc1ccccc1N2 (stereo not given)	3	0.6	-9	-3	15	-17	0	2	7
CC1(C)Cc2c(c(-c3ccco3)[nH]c(=O)c2C#N)CS1	-8	1.6	-25	2	5	-16	-3	1	5
CCC(C)NC(=O)C1CCC(CNS(=O)(=O)c2cccc3nsnc23)CC1 (stereo not given)	8	0.7	15	-3	-10	-8	-2	3	-5
COC(CNC(=O)CCc1c(C)nc2c(c(C)nn2-c2ccc(C)cc2)c1C)OC	-3	8.0	14	-3	x	x	3	17	1
Cc1c(Cl)cccc1NC(=S)N1CCCN(Cc2ccc(F)cc2)C1	9	1.2	-19	-3	33*	-8	7	11	11
O=C(NNC(=S)Nc1ccc(F)cc1)c1cccc([N+](=O)[O-])c1	-12	2.2	-8	0	-10	-8	2	1	0
COc1cccc(CN(C(=O)CN2C(=O)c3ccccc3S2(=O)=O)C(C(=O)NCC2CCCO2)c2ccco2)c1 (stereo not given)	-7	3.8	0	-3	-24	-10	-3	7	-1
Cc1ccc(S(=O)(=O)NCCOc2nc(N(C)C)nc(N3CCOCC3)n2)cc1	-15	0.3	-10	-3	-23	-5	-10	1	6
Cn1c2ccccc2c(=O)c2cc(NCCCN3CCOCC3)ccc21	-12	-0.2	-8	-4	-28	-7	2	1	15

Exported as labelled records: two of the compounds above.
mol: Cc1ccc(S(=O)(=O)NCCOc2nc(N(C)C)nc(N3CCOCC3)n2)cc1
  CHO-K1 Ca antag: -15 | M1 ag parental: 0.3 | CHRM1 antagonist: -10 | CHRM1 agonist: -3 | CHO parental Ca: -23 | OXTR potentiator: -5 | CHRM4 antagonist: -10 | CHRM4 agonist: 1 | CHRM1 PAM: 6

mol: Cn1c2ccccc2c(=O)c2cc(NCCCN3CCOCC3)ccc21
  CHO-K1 Ca antag: -12 | M1 ag parental: -0.2 | CHRM1 antagonist: -8 | CHRM1 agonist: -4 | CHO parental Ca: -28 | OXTR potentiator: -7 | CHRM4 antagonist: 2 | CHRM4 agonist: 1 | CHRM1 PAM: 15

Next compounds:
canonical_smiles	CHO-K1 Ca antag	M1 ag parental	CHRM1 antagonist	CHRM1 agonist	CHO parental Ca	OXTR potentiator	CHRM4 antagonist	CHRM4 agonist	CHRM1 PAM
CCn1cnc2cc([N+](=O)[O-])ccc21	-7	0.9	-4	-3	-11	-1	1	1	6
Cc1cc(C)c(S(=O)(=O)Oc2ccccc2[N+](=O)[O-])c(C)c1	-7	-0.2	-4	-6	x	x	-2	3	-2
COCCSc1ccccc1C(=O)NCCCn1ccnc1	-1	0.3	-9	-6	0	1	-4	0	9
Cc1ccc(C)c(-n2c(CNC(=O)c3ccco3)nnc2SCC(=O)Nc2nnc(C)s2)c1	-2	0.0	-5	-3	-1	-3	-1	0	-3
CCCCSc1nc(C)c(CC(=O)OC)c(=O)[nH]1	-5	0.1	-6	-2	-1	-6	-5	0	4
CCOC(=O)C1CCN(C(=O)COc2ccc(S(=O)(=O)NC(C)C)cc2Cl)CC1	-9	0.4	-27	-4	-8	-7	-11	2	8
CSc1ccc(/C=C(/NC(=O)c2ccc(C)cc2)C(=O)Nc2cccc(F)c2)cc1	-9	0.6	3	-5	-6	-8	-4	0	-5
N#CCCCC#Cc1ccc2c(c1)COc1c3ccccc3nn1-2	-2	1.8	11	-8	-13	-7	-3	6	-10
COc1cccc(-c2nnc(NC(=O)c3ccc(S(=O)(=O)N4CC(C)OC(C)C4)cc3)o2)c1 (stereo not given)	-11	0.2	1	-2	-14	2	0	1	2
C/C(=N\NC(=O)Cc1cccn1C)c1ccc2ccccc2c1	-10	0.0	-37	-2	-8	-15	-4	1	11
CC(C)CC1C(=O)N(Cc2cn(CCC3OCCO3)nn2)CCS(=O)(=O)N1Cc1ccc(-c2ccccc2)cc1 (stereo not given)	11	1.5	14	-1	x	x	0	9	-9
Cc1cccc2c(C(=O)N3CCN(c4ccccn4)CC3)cc(-c3cccc(Br)c3)nc12	-23	-0.1	-14	-3	-18	-14	-10	1	13
N/C(CN1CCSCC1)=N\OCc1c(F)cccc1Cl	-8	0.9	-12	-4	-6	-7	-5	2	13
COc1ccc(N(CCCN2C(=O)c3cccc4cccc(c34)C2=O)C(=O)c2ccncc2)cc1	-2	0.8	3	-6	-24	-8	6	2	10
O=C(NCc1cccs1)C1CC(c2ccccc2O)=NO1 (stereo not given)	-5	0.8	3	-3	-9	-2	1	1	-5
CCc1nc2ccc(C(=O)NCCOc3ccc(OC)cc3)cn2c1N(CC)CCOC	5	4.5	-8	-8	x	x	-6	2	7
O=C(O)c1cc(-c2ccccn2)n[nH]1	0	0.2	4	-4	-1	-3	7	1	0
Cc1c(NS(=O)(=O)c2cc(C(=O)N3CCCC(C)C3)ccc2Cl)c(=O)n(-c2ccccc2)n1C (stereo not given)	0	0.4	-6	-3	-11	-4	0	1	4
CN(C)Cc1c(O)ccc2c(=O)c(-c3ccccc3Cl)coc12	-10	0.9	-8	-6	-15	6	-7	2	9
CC(C)NC(=O)COC(=O)c1ccc(Cl)c(S(=O)(=O)N2CCCC2)c1	6	0.1	-9	-2	-11	-16	4	0	-1
COc1ccc(OC(C)C(=O)NC2CCCCCC2)cc1 (stereo not given)	-11	-0.2	-11	-2	-15	5	-9	0	3
CCc1ccc(NC(=O)C/C(C)=N/NC(=O)COc2ccccc2C)cc1	-13	0.8	6	-3	-18	-11	11	1	-3
CCOC(=O)c1ccc(Nc2cnc3ccccc3n2)cc1	-11	1.1	-12	-5	-7	-8	-2	2	6
CC(Sc1nc(-c2ccccc2)cc(=O)[nH]1)C(=O)O (stereo not given)	-22	0.3	-18	-2	-3	-1	-2	0	10
Brc1ccc(C2CC(c3ccccc3)=Nc3ccccc3N2)cc1 (stereo not given)	0	1.0	-13	-7	-36	-7	6	0	5
Cc1ccc(Cl)cc1NC(=O)COC(=O)CC1CCCCC1	-3	-0.9	4	-5	-25	-8	3	1	-3
Nc1nc(CN2CCN(c3ccccc3F)CC2)nc(Nc2ccccc2)n1	31*	0.1	4	1	-8	-8	-9	2	1
COc1ccc(C2SCC(=O)N2c2c(C)n(C)n(-c3ccccc3)c2=O)cc1 (stereo not given)	8	-0.2	6	-1	-20	-22	4	0	0
Nn1c(SCC(=O)N2CCN(S(=O)(=O)c3ccccc3)CC2)nnc1-c1cccs1	2	0.3	-12	-6	-16	-1	-1	12	6
CC1CCN(C(=O)CN(c2ccc(Cl)c(C(F)(F)F)c2)S(C)(=O)=O)CC1	-3	0.0	-3	-6	-18	-2	2	0	5

This is a random part of the collection; overall some 2.9% were active at least once.
